LGR2 antag: Drosophila LGR2 receptor signaling inhibition; HEK293 LGR2, CRE-luciferase, bursicon-stimulated, 4 h; inhibition, % at 9.99 µM; 0.35% of 380,000 active;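 active means drop in luminescence signal, shown as inhibition above about 50% in the replicate tests, limit read from the data, passing the limit was not always enough; inconclusive means probably only some replicates passing the limit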;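 further: agonist challenge used bursicon conditioned medium at about half maximal strength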
FN deposit inh: fibronectin deposition inhibition; AH1F fibroblasts, Alexa488-fibronectin deposition fluorescence, overnight; 0.086% of 350,000 active; inhibition, % at 12.6 µM; AID 743247;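 active means mean inhibition across replicates of 30% or more, regardless of how many single replicates reach that level; inconclusive means mean under 30% yet at least half of replicates reach 30%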;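 further: positive control wells lacked labelled fibronectin entirely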
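test system = AH1F fibroblasts assembling fluorescent fibronectin matrix | quantity = 10000 AH1F cells per well | buffer or medium = DMEM plus 2% serum, read in PBS | doses = single dose, pinned | incubation = 1 h cell attachment, overnight exposure to compound and label | detection = fluorescence at 485 nm excitation, 525 nm emission | read-out basis = inhibition from reduced deposited-fibronectin fluorescence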
ERAP1 inh: blocks human ERAP1 aminopeptidase activity; 0.15% of 340,000 active; inhibition, % at 10.7 µM; recombinant ERAP1, Leu-AMC fluorescence, 60 min; Q9NZ08;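 active means mean replicate inhibition of at least 30%, or all replicates individually reaching that 30% level; inactive means mean below 30% and not every replicate reaching it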;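 further: 0% = neutral control wells and 100% = L-leucinethiol positive control wells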
Target sequence (Q9NZ08 whole entry, looked up): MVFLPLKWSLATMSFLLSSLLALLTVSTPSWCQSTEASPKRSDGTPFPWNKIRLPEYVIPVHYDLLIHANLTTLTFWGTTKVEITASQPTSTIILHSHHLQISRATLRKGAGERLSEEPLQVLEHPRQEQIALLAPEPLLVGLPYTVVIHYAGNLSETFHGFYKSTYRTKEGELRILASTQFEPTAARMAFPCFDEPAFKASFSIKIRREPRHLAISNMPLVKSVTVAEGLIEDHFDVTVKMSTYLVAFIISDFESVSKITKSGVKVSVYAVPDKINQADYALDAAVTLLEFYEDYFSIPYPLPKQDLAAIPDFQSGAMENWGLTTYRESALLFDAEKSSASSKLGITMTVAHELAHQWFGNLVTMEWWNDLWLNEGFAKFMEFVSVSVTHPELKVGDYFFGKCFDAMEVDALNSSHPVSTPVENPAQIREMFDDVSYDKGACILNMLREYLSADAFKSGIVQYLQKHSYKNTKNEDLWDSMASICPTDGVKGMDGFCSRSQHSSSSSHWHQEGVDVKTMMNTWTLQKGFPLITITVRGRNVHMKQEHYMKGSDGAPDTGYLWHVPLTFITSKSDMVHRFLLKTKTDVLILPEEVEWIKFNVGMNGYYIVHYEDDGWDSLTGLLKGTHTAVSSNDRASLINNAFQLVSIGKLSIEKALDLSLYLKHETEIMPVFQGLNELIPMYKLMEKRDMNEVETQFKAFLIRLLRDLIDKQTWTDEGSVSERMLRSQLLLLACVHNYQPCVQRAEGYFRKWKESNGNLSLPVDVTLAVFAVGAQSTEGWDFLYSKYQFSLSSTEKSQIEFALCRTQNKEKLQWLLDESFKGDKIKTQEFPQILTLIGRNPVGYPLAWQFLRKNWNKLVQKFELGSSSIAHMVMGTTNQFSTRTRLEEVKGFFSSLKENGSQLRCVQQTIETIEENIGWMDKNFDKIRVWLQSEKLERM
PglD inh: inhibitors of Campylobacter jejuni PglD acetyltransferase. purified PglD enzyme, DTNB colorimetric CoA detection. inhibition, % at 12.5 µM. 0.098% of 360,000 active. AID 602405; in the data active means inhibition above about 16%, passing the limit was not always enough; inconclusive means no clear call, values can overlap the other calls; further: strong numbers were not always called active
S100A4 inh HTS: inhibitors of human S100A4 binding to myosin IIA peptide; 0.14% of 360,000 active; S100A4/TAMRA-MyoIIA peptide fluorescence polarization; P26447; inhibition, % at 10.7 µM;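 active means mean inhibition of at least 70% across replicates, with every replicate also reaching that level; inconclusive means mean inhibition reaches 70% but some replicates fall short; inactive means mean inhibition below 70%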
Target sequence (P26447 whole entry, looked up): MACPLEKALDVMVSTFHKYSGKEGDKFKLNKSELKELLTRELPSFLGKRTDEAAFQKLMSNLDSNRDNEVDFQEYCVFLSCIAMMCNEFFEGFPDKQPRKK
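Material: human S100A4 monomer with TAMRA-labelled myosin IIA peptide; buffer or medium: HEPES pH 7.2 with CaCl2, KCl, NaCl, DTT, Triton; compound dosing: one concentration per compound; schedule: 5 min incubation before reading; benchmarks: neutral control DMSO, positive control TFP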
PGC1a acetyl inh: PGC1a acetylation modulation, inhibitor mode. U2OS PGC1a acetylation, AlphaScreen anti-acetyl-lysine; with virally co-expressed GCN5 acetyltransferase. inhibition, % at 15.6 µM. 0.17% of 350,000 active;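 active means every replicate shows inhibition of at least 40%; inconclusive means mean inhibition at least 40% but some replicate below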;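 further: 0% = neutral control wells and 100% = positive control wells; some results beyond the cut were filed as inactive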
PAX8 reporter: PAX8 transcriptional activity inhibition; AID 652154; RMG-I TPO-luciferase reporter, SteadyGlo, 24 h; 1.2% of 360,000 active; inhibition, % at 12.6 µM;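 active means mean replicate inhibition at least 60% with every replicate also reaching 60%; inconclusive means only one of the two criteria is met; inactive means mean below 60% and not all replicates reaching 60%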;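 further: luciferase light reporting Pax8 driven TPO promoter activity; plate controls were median of neutral control wells for no effect and mitoxantrone controls for full effect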
EWS-Fli inh: inhibitors of EWS/Fli oncoprotein transcriptional activity. A673 NR0B1-luciferase reporter, viability-normalised. inhibition, % at 12.6 µM. 0.67% of 350,000 active;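 active means mean inhibition of at least 50% after viability correction, with every replicate also passing that limit; inconclusive means mean reaches 50% but only one of two replicates passes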;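 further: firefly luciferase signal divided by Alamar Blue viability fluorescence both relative to DMSO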
* marks the source's active call; other numbers are inactive results; ? = inconclusive; . = not tested or not shown; & = joins results of further samples.

compound	FN deposit inh	LGR2 antag	EWS-Fli inh	S100A4 inh HTS	PGC1a acetyl inh	PglD inh	ERAP1 inh	PAX8 reporter
COCCNC(=O)CCn1nc(-c2ccc(C)cc2)c2ccccc2c1=O	2	-9	-3	-7	-1	-6	-2	13
CCn1nc(C(=O)OCC(=O)N2CCc3ccccc32)c2ccccc2c1=O	5	.	.	.	3	5	.	-12
COc1ccc(-c2nnn(CC(=O)N(CCN3CCOCC3)C(C(=O)NC3CCCCC3)c3ccco3)n2)cc1 (centres undefined)	-3	-3	14	-6	.	.	-4	-5
O=C(Nc1cc(F)ccc1F)N[C@@H]1CC[C@@H](CCNC(=O)c2cnccn2)O[C@@H]1CO	7	-22	-2	.	4	-1	.	-6
CC(=O)Nc1cccc(/C(C)=N/NC(=O)c2cccc(S(=O)(=O)N3CCCC3)c2)c1	3	-1	2	-1	-3	5	-1	1
CC(C)NC(=O)N1C[C@H]2[C@@H](c3ccccc31)[C@H](CO)N2C(=O)NC(C)C	.	6	2	19	-2	1	1	-8
O=C(NCCCn1ccnc1)c1ccncc1	1	.	.	.	-7	2	.	0
CSc1nc2ccc(NC(=O)C3CC(=O)N(Cc4ccccc4)C3)cc2s1 (centres undefined)	-5	.	.	.	-14	1	.	12
C[C@H]1CN([C@@H](C)CO)C(=O)Cc2cc(NS(=O)(=O)c3ccc(Cl)cc3)ccc2O[C@H]1CN(C)S(=O)(=O)c1ccc(Cl)cc1	.	7	-2	19	0	1	-3	-11
CCCC(=O)Nc1nnc(-c2ccc3c(c2)OCO3)s1	1	-30	-33	-2	0	5	1	-15
O=S(=O)(Nc1ccc(O)c(NS(=O)(=O)c2ccccc2)c1)c1ccccc1	4	-15	5	-3	.	2	25	.
C[C@@H]1CN([C@H](C)CO)C(=O)c2cc(C#C[C@@H](C)O)cnc2O[C@H]1CN(C)C(=O)Cc1ccccn1	-7	-3	4	7	-14	1	2	.
Cc1cccc(-n2c(Cc3cc(=O)[nH]c(=O)[nH]3)nnc2SCC(=O)Nc2cccc(C(F)(F)F)c2)c1	-1	7	8	-2	.	.	1	3
C[C@H](O)[C@@H]1C(=O)N2CCc3c([nH]c4c(-c5ccccc5)cccc34)[C@@H]2C[C@@H]1N(C)C(=O)c1cc(Cl)cc(Cl)c1	-7	-7	-1	-8	.	.	2	24
Cc1cc(C)nc(CCNC(=O)CC2C(=O)NCCN2Cc2ccc(F)cc2Cl)n1 (centres undefined)	4	-3	5	0	.	-3	-1	.
Oc1ccc(Cl)cc1C1=NNC(c2cc(Br)cc3c2OCOC3)C1 (centres undefined)	1	-1	6	-6	2	.	-3	3
O=[N+]([O-])c1ccc(COc2ncnc3ccccc23)cc1	2	31	0	-1	-4	.	1	15
CC(=O)N1CCc2c(sc(NC(=O)CCS(=O)(=O)c3ccc(C)cc3)c2C(N)=O)C1	-1	4	-3	5	24	3	2	25
COc1ccc(-n2c(=S)[nH]c3cc(C(=O)NCc4ccco4)ccc3c2=O)cc1OC	5	-12&-2	-2	-5	-2	-2	-2	5
Cc1ccc(S(=O)(=O)N2C(=O)CCC2C(=O)O/N=C(\N)c2cccc([N+](=O)[O-])c2)cc1 (centres undefined)	4	0	.	-6	3	-1	3	.
O=C(c1ccc(F)cc1)N1CCC(n2nnc3ccccc32)CC1	-8	0	-1	-2	.	.	-1	7
CCn1c(CC(=O)Nc2ccc(F)cc2)nnc1SCC(=O)Nc1nnc(C)s1	1	1	-7	-12	1	.	-2	1
COCC(=O)N(C)C[C@H]1Oc2ncc(-c3cccc(OC)c3)cc2C(=O)N([C@@H](C)CO)C[C@@H]1C	.	5	0	14	2	6	-1	.
CNC[C@H]1Oc2c(NC(=O)Nc3ccc(OC)cc3)cccc2C(=O)N([C@@H](C)CO)C[C@H]1C	9	19	9	1	19	0	0	-28
COCCN1Cc2cccc(C(=O)Nc3ccc4c(c3)OCCO4)c2C1=O	-12	1	7	-1	-2	-7	-5	-41
O=C(CCN1CCCCC1)N[C@H]1CC[C@@H](CCNS(=O)(=O)c2ccc(F)cc2)O[C@H]1CO	.	-1	4	-4	-4	5	2	-2
COc1ccc2cc(C(=O)N/N=C/c3cc(OC)c(OC)c(OC)c3)[nH]c2c1	8	4	-22	2	.	-1	2	-9
COc1ccc(-c2cnc3c(c2)C(=O)N([C@H](C)CO)C[C@H](C)[C@H](CN(C)C(=O)Nc2ccc(F)cc2)O3)cc1	2	-5	-1	-7	6	1	-1	4
CCOC(=O)CNS(=O)(=O)c1ccc2c3c(cccc13)C(=O)N2CC	-5	5	5	2	-1	-2	1	-7
Cc1ccccc1-n1c(SCC(=O)Nc2ccccc2Cl)nc2n[nH]c(C)c2c1=N	4	-3	.	1	.	3	-3	27
CCOC(=O)/C(C#N)=C/c1cccc([N+](=O)[O-])c1	-15	-2	-6	2	.	.	4	-12
COC(=O)c1ccc(C(=S)NCC2(N(C)C)CCCCC2)cc1	1	-2	3	1	.	1	1	-21
COc1ccc(-n2c(=O)c(CCC(=O)N3CCN(c4ccccc4O)CC3)nc3ccccc32)cc1	-3	-1	6	2	.	.	2	29
COc1ccc(C)cc1NC(=O)NC(C)c1ccc2c(c1)OCO2 (centres undefined)	-6	2	15	0	.	2	3	6
Cn1c(NC(=O)C(C)(C)Oc2ccc(Cl)cc2)cc(=O)n(C)c1=O	-1	9	-1	1	0	-1	4	4
CC(=O)N1CCN(CC(c2ccccc2)c2ccccc2)CC1	3	14	10	1	3	4	-6	-1
COc1ccccc1C(=O)NNC(=O)CN(C)S(=O)(=O)c1ccc(Cl)cc1	-14	10	8	-25	.	-1	2	4
O=C(NC1CCCC1)[C@@H]1N[C@@H]2c3ccc(-c4cccc(F)c4)c(=O)n3C[C@@H]2[C@H]1CO	7	-8	-9	-10	.	.	1	.
CC1=NN(C(N)=S)C(=O)C1N=Nc1ccccc1[N+](=O)[O-] (centres undefined)	1	1	-4	3	-1	1	11	29
C[C@H](CO)N1C[C@H](C)[C@@H](CN(C)Cc2ccc3c(c2)OCO3)Oc2c(NC(=O)Nc3ccc(F)cc3)cccc2C1=O	.	17	-3	9	-5	2	-2	-11
C=CCOc1ccc(CN(C)C(=O)CN2C(=O)c3ccccc3C2=O)cc1	6	-2	5	-3	.	-3	0	0
C[C@H]1CN([C@@H](C)CO)C(=O)c2cc(C#CCN(C)C)cnc2O[C@H]1CN(C)C(=O)c1ccc2c(c1)OCO2	0	-15	0	-4	3	-6	-1	.
NS(=O)(=O)c1ccc(Nc2nc(-c3cccc([N+](=O)[O-])c3)cs2)cc1	5	73*	-2	-8	-1	5	-2	17
NCCN1C(=O)S/C(=C\c2ccc3c(c2)OCO3)C1=O	-11	31	-1	2	.	.	7	-3
O=C(O)CSc1nnc(CNc2ccc(F)cc2)n1-c1ccccc1	0	-17	6	-2	4	.	.	4
CC(NC(=O)C12CC3(C)CC(C)(CC(C)(C3)C1)C2)C(=O)O (centres undefined)	7	-6	2	-1	3	.	-2	-10
O=C(CN1CCN(c2cccc(C(F)(F)F)c2)CC1)NCc1ccccc1	2	1	4	-3	-1	2	0	9
CCSc1nc(-c2ccc(OC)cc2)ccc1C#N	-3	.	.	.	-9	-2	.	8
C[C@H](NC(=O)[C@H]1[C@H](CO)[C@H]2Cn3c(ccc(-c4cccnc4)c3=O)[C@H]2N1C)c1ccccc1	.	-4	2	-8	.	1	-1	19
COc1ccc(CNC(=O)CN2C(=O)NC3(CCCc4sccc43)C2=O)cc1 (centres undefined)	5	3	-1	7	-1	1	11	-8

2 successive compounds out of the list so far, for reference:
compound	FN deposit inh	LGR2 antag	EWS-Fli inh	S100A4 inh HTS	PGC1a acetyl inh	PglD inh	ERAP1 inh	PAX8 reporter
O=C(CCN1CCCCC1)N[C@H]1CC[C@@H](CCNS(=O)(=O)c2ccc(F)cc2)O[C@H]1CO	.	-1	4	-4	-4	5	2	-2
COc1ccc2cc(C(=O)N/N=C/c3cc(OC)c(OC)c(OC)c3)[nH]c2c1	8	4	-22	2	.	-1	2	-9

More compounds:
compound	FN deposit inh	LGR2 antag	EWS-Fli inh	S100A4 inh HTS	PGC1a acetyl inh	PglD inh	ERAP1 inh	PAX8 reporter
CCOC(=O)NNC1CC(=O)N(c2ccccc2)C1=O (centres undefined)	-1	2	-13	-2	.	.	-1	-28
Cc1cc(NS(=O)(=O)c2ccc(NC(=O)Cc3ccc([N+](=O)[O-])cc3)cc2)no1	10	2	.	-1	-4	3	-2	6
Cn1nnc(NC(=S)NC(=O)c2ccc3ccccc3c2)n1	-2	-8	-7	14	.	0	0	-76
COC(=O)C1=C(C)NC(C)=C(C(=O)OC)C1C(=O)OCC(=O)N1CCCCC1C (centres undefined)	-4	-3	-1	-22	-8	-6	1	-2
COc1ccc(C(C)C)cc1-c1cccc2nncn12	0	-7	-4	0	.	0	-3	-20
Cc1ccc(S(=O)(=O)N(C)C[C@@H]2Oc3c(NC(=O)Nc4ccc5c(c4)OCO5)cccc3C(=O)N([C@@H](C)CO)C[C@H]2C)cc1	.	13	-6	4	6	4	-5	14
COc1cc(OC)c(C(=O)OCN2C(=O)c3ccccc3C2=O)cc1OC	-3	-12	-6	1	.	5	-1	-24
COc1cc(/C=N/n2c(-c3ccccc3)n[nH]c2=S)cc(OC)c1OC	-9	11	5	5	6	2	11	3
CC(=O)O[C@]1(C(C)=O)CC[C@H]2[C@@H]3C=CC4=CC(=O)C=C[C@]4(C)[C@H]3CC[C@@]21C	-7	2	11	-12	14	-4	-2	13
COCC#Cc1ccc2c(c1)O[C@H](CN(C)Cc1ccccn1)[C@H](C)CN([C@@H](C)CO)S2(=O)=O	-10	-6	-9	.	4	.	.	-4
O=C(N1CCCC1)C12CCC3CC(CC(C3)C1)C2	1	.	.	.	41	-8	.	1
Cc1ccnc(NC(=O)c2ccccc2NC(=O)C(C)(C)C)c1	.	.	.	0	-9	-3	-1	.
C[C@@H]1CCCCO[C@H](CN(C)C(=O)Cc2ccccc2)[C@H](C)CN([C@H](C)CO)C(=O)c2cc(NS(=O)(=O)c3cccs3)ccc2O1	.	-17	-5	8	-2	-8	3	7
CCOC(=O)C1(Cc2cccc(F)c2)CCN(Cc2c(C)nn(CC)c2C)CC1	-1	10	15	-5	?	-1	4	0
COc1ccc(CC(=O)N[C@@H](CCSC)c2nc3ccccc3[nH]2)cc1	4	-25	8	0	-10	.	4	11
COc1ccc(/C=C/C(=O)NC(CCSC)C(=O)O)cc1 (centres undefined)	15	7	9	-3	4	.	3	3
COC(=O)Nc1c(C)n(C)n(-c2ccccc2)c1=O	1	.	.	.	0	-4	.	-14
COc1ccc(NC(=O)N(C)C[C@@H]2Oc3ccc(NS(=O)(=O)c4cccs4)cc3C(=O)N([C@@H](C)CO)C[C@@H]2C)cc1	.	5	1	10	2	-4	1	.
COc1cc(/C=C(\C#N)C(=O)Nc2ccccn2)ccc1O	4	-20	-3	-2	.	-5	1	-20
CCC(=O)N[C@@H]1CC[C@@H](CCNC(=O)Nc2ccc(C(F)(F)F)cc2)O[C@@H]1CO	-6	-5	2	-1	7	13	-2	-10
CCC1(O)CC(C(=O)OC)=NN1C(=O)c1ccccc1 (centres undefined)	.	-27	5	1	-17	2	-2	.

Screening results: PubChem, Broad Institute
